CendR NRP1 mod = alters CendR peptide binding to human NRP-1; O14786; FAM-RPARPAR peptide binding to NRP-1, fluorescence polarization; inhibition, % at 25 µM; 0.85% of 360,000 active; AID 602438;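 active = inhibition or corrected inhibition above about 18%, plus a signal ratio from 0.5 to 1.5, limit read from the data, passing the limit was not always enough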; also: strong numbers were not always called active
bovine MsrA act = activates bovine MsrA enzyme; activation, % at 10.6 µM; purified bovine MsrA, absorbance read-out; 0.3% of 360,000 active; in the data active = activation above about 7.5%;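 also: 0% = vehicle and 100% = reference activator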
eLon inh = inhibitors of E. coli Lon protease; purified E. coli Lon protease, fluorescence polarization; 0.42% of 360,000 active; AID 602123; inhibition, % at 7.94 µM; P0A9M0; in the data active = inhibition above about 13%, passing the limit was not always enough;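 also: 0% = enzyme with probe and DMSO and 100% = no enzyme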
SKN-1 inh = C. elegans SKN-1 inhibition. C. elegans VP596 Pgst-4::GFP/RFP ratio, acrylamide-induced, 24 h. inhibition, % at 21.8 µM. 0.49% of 360,000 active. AID 624304;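 active = interference check ratio from 0.5 to 1.5 plus GFP to RFP signal ratio inhibition reaching or exceeding a fixed threshold, cut at about 30% in these data, passing the limit was not always enough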; also: some compounds called inactive have numbers as strong as hits
FAS TE block = blocks the thioesterase domain of human fatty acid synthase | 0.67% of 360,000 active | inhibition, % at 15 µM | recombinant FAS-TE, OMFH fluorogenic substrate, fluorescence endpoint;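 active = compounds whose normalised, plate-corrected inhibition of enzyme fluorescence in the single-dose primary screen is 50% or more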;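 also: 0% = DMSO with enzyme and 100% = substrate without enzyme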
MsrA inh = inhibits bovine methionine sulfoxide reductase A | AID 651718 | purified bovine MsrA, absorbance read-out | 0.75% of 360,000 active | inhibition, % at 15.5 µM; in the data active = inhibition above about 4.5%;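 also: 0% = vehicle wells with enzyme and 100% = reference inhibitor wells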
Rin1-Abl PPI inh = inhibitors of human Rin1-Abl protein interaction | TR-FRET Rin1/Abl binding, biochemical | AID 588664 | inhibition, % at 7.35 µM | P00519+Q13671 | 0.4% of 360,000 active; in the data active = inhibition above about 5%, passing the limit was not always enough
Target sequence (P00519 whole entry, looked up): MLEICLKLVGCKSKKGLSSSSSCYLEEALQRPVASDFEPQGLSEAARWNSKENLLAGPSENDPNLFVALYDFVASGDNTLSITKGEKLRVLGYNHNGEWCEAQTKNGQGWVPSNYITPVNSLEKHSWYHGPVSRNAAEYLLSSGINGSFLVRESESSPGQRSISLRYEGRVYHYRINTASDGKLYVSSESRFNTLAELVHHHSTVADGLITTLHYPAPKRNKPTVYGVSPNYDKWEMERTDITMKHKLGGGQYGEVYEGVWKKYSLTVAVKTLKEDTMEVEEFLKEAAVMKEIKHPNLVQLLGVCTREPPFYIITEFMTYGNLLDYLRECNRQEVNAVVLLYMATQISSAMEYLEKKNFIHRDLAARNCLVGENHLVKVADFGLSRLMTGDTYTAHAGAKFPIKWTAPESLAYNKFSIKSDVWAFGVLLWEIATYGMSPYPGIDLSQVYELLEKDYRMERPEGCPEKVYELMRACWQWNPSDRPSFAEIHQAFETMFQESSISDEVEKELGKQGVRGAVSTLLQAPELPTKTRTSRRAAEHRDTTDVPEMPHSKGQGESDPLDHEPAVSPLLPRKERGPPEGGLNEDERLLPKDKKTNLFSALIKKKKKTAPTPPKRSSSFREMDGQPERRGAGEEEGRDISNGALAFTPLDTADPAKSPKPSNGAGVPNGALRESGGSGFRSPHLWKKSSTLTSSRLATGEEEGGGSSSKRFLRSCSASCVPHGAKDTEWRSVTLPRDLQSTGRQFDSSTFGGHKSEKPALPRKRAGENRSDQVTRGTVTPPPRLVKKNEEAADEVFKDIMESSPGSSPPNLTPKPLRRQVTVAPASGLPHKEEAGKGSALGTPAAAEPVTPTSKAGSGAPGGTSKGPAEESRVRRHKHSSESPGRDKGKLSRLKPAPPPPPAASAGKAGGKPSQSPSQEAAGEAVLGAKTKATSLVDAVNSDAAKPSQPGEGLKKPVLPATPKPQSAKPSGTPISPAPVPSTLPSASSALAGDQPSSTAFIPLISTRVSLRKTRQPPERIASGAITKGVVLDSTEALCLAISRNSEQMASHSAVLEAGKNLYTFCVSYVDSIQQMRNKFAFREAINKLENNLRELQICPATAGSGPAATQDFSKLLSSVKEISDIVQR
Target sequence (Q13671 whole entry, looked up): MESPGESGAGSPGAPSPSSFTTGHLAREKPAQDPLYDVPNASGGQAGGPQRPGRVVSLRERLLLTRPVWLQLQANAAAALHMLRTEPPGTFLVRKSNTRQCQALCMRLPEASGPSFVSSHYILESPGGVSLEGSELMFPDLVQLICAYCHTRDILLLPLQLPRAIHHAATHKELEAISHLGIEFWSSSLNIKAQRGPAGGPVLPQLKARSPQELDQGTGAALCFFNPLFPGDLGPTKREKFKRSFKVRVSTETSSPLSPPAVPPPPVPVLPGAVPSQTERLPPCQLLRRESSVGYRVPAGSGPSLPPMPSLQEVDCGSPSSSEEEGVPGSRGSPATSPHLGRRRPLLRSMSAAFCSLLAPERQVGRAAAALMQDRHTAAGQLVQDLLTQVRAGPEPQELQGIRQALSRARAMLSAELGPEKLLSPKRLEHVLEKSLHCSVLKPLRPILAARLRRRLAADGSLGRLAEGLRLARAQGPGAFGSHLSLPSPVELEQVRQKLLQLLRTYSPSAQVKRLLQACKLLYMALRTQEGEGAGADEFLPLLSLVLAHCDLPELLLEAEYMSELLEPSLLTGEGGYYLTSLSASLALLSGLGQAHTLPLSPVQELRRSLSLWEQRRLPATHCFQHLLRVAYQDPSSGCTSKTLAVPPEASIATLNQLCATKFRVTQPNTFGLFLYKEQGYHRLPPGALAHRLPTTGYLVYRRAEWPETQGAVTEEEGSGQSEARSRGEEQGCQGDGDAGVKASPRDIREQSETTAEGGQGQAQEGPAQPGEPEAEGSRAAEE
MT1-MMP act inh = MT1-MMP (human) activation inhibition. GFP/RFP ratio change, % at 20 µM. HT1080 RFP-PRO-GFP cells, GFP/RFP ratio fluorescence, overnight; percent of plate control window, DMSO zero. P50281. 0.061% of 360,000 active. AID 651647;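 active = GFP/RFP ratio change of at least 30% with cell ATP level not reduced by more than half and red fluorescence within 50% of control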; also: strong numbers were not always called active
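Assay system: HT1080 RFP-PRO-GFP cells. Benchmarks: DMSO vehicle wells and RFP-L50D-GFP reporter cell wells. Times: overnight cell settling, then overnight compound exposure, 37 °C, 5% CO2. Compound: 20 µM single dose, 1% DMSO. Read-out basis: GFP/RFP fluorescence ratio.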
Neddyl block = cullin neddylation inhibition; P61081+Q13564; TR-FRET cullin neddylation, biochemical; calls only at 25 µM; 0.58% of 360,000 active; AID 651699; in the data active = inhibition above about 36%
Active calls of the source: *; i = inactive; / = not tested or not shown; + = active, no number. Compounds were not picked by outcome; any-hit rate near 4.2%.

No. | Molecule | CendR NRP1 mod | bovine MsrA act | eLon inh | SKN-1 inh | FAS TE block
1 | Cc1cccc(S(=O)(=O)NCCC(=O)OC(C)C(=O)NC(=O)NC2CCCCC2)c1 (centres undefined) | -9 | -2 | 8 | 29 | 3
2 | OCC[C@@H]1C[C@H](O)[C@@H](O)[C@]2(OCc3cc(C(F)(F)F)ccc32)O1 | 12 | -2 | 2 | -10 | -5
3 | COc1ccc(/C=C/c2onc(C)c2S(=O)(=O)N2CCC(C(=O)N3CCCCCC3)CC2)cc1 | -6 | -5 | -10 | 6 | 20
4 | CN(CC(=O)Nc1ccc(F)cc1)C(=O)COC(=O)CN1C(=O)NC2(CCCC2)C1=O | 10 | -12 | 1 | 1 | -6
5 | O=C(O)CCS(=O)(=O)Cc1ccccc1Cl | 5 | -2 | -7 | 5 | -10
6 | O=C(COC(=O)C1CC1)Nc1nc(-c2ccc(F)c(F)c2)cs1 | -6 | 1 | -7 | 2 | 7
7 | Cc1ccc2c(CC(=O)OC3CCOC3=O)coc2c1 (centres undefined) | 1 | -5 | -6 | -16 | -2
8 | CCOc1ccc(-c2[nH]ncc2-c2ccccc2)c(O)c1 | 10 | -3 | 5 | 26 | -57
9 | CSc1cccc(NC(=O)C2CCCN(S(=O)(=O)c3cnc[nH]3)C2)c1 (centres undefined) | 9 | -1 | -4 | -10 | -13
10 | COc1ccc(N2CCN(C(c3ccccc3)c3nnnn3Cc3ccc(F)cc3)CC2)cc1 (centres undefined) | 1 | -3 | 2 | -7 | 24
11 | CCOc1ccccc1NC(=O)c1ccc2ccccc2c1 | 3 | -1 | -2 | 8 | 28
12 | CC(C)C(NC(=O)OCc1ccccc1)C(=O)OCC(=O)N1C(C)CCCC1C (centres undefined) | -11 | -2 | 2 | 0 | 2

No. | MsrA inh | Rin1-Abl PPI inh | MT1-MMP act inh | Neddyl block
1 | -0.1 | 0 | 1 | i
2 | -1.7 | 5 | 4 | i
3 | 1.9 | 3 | 0 | i
4 | -1.1 | 3 | 1 | i
5 | -0.5 | 0 | -1 | i
6 | 0.1 | -1 | 2 | i
7 | 0.3 | 0 | -2 | i
8 | -0.3 | -2 | -4 | i
9 | -0.3 | -1 | -1 | i
10 | 1.9 | 2 | -5 | i
11 | 0.8 | 1 | -2 | i
12 | / | -7 | -1 | i

Next section
No. | Molecule | CendR NRP1 mod | bovine MsrA act | eLon inh | SKN-1 inh | FAS TE block
13 | COCCCn1c(SCc2ccccc2)nc2cc(OC)c(OC)cc2c1=N | -9 | 1 | -4 | 6 | 24
14 | CCc1ccc(-n2cc(-c3ccc(F)cc3)[n+]3c2SCCC3)cc1 | 10 | -8 | 8 | -11 | -6
15 | CCN1C(=O)c2ccccc2S(=O)c2ccc(C(=O)NCCN(CC(C)C)CC(C)C)cc21 (centres undefined) | 1 | -2 | 3 | 10 | 6
16 | CC(C)OCCCNC(=S)NNC(=O)c1ccc(Cl)c(Cl)c1 | -12 | 2 | 0 | 3 | 0
17 | O=C(CSc1nnc(CNC(=O)c2ccccc2)o1)NCc1ccccc1 | 13 | -2 | -3 | -8 | -5
18 | CC1(C)OC(=O)C2=C(C[C@@H](C3CCCC3)O[C@H]2c2ccc(Cl)cc2)O1 | -9 | -6 | 4 | -8 | 18
19 | CNC(=S)NNC(=O)c1ccc(=O)n(Cc2cccc(C(F)(F)F)c2)c1 | 2 | -1 | -1 | 4 | -3
20 | C=CCn1c(Cc2c(C)[nH]c3ccccc23)nnc1SCC(=O)NCc1ccc(F)cc1 | -2 | -6 | -14 | 14 | -2
21 | CC(C)CN1C(Nc2ccccc2)=NC[C@@H]1C | 17 | -2 | -12 | 14 | -10
22 | O=C(Nc1cccc(Oc2ccccc2)c1)C1Cc2c(-c3cccc(F)c3)ccnc2O1 (centres undefined) | -9 | -6 | -7 | -9 | 27
23 | CCOC(=O)C1CCN(C(=O)c2cc3c(=O)n4ccccc4nc3s2)CC1 | 14 | -5 | -12 | -5 | 13
24 | COc1cc(=O)[nH]c(SC(C)C(=O)Nc2ccc3ccccc3c2)n1 (centres undefined) | 0 | 0 | 11 | 3 | -1

No. | MsrA inh | Rin1-Abl PPI inh | MT1-MMP act inh | Neddyl block
13 | 1.1 | 0 | 8 | i
14 | -0.1 | 4 | -12 | i
15 | -0.9 | -1 | -1 | i
16 | -0.6 | -1 | 0 | i
17 | -0.6 | -4 | 2 | i
18 | 0.8 | / | 2 | i
19 | -0.6 | -6 | 4 | i
20 | 1.3 | -1 | -1 | i
21 | -0.3 | 5 | 0 | i
22 | 1.1 | -2 | 4 | i
23 | 2.2 | -3 | -2 | /
24 | 0.2 | -1 | 0 | i

The listing continues.
No. | Molecule | CendR NRP1 mod | bovine MsrA act | eLon inh | SKN-1 inh | FAS TE block
25 | CCC(=O)Nc1ccccc1Sc1ncnc2scc(-c3ccccc3)c12 | -16 | -4 | -17 | 12 | 9
26 | CC(=O)Nc1ccc2nsnc2c1 | 7 | -1 | -13 | -1 | -5
27 | Cc1nn(CC(=O)NC(C)c2ccccc2)c(C)c1[N+](=O)[O-] (centres undefined) | -8 | -1 | 7 | 2 | 7
28 | COc1ccc(CN(Cc2cccn2C)C(=O)c2cc3cc(OC)ccc3[nH]2)cc1 | 3 | -4 | -3 | -5 | 31
29 | CCCCCCSc1nnc2[nH]c(=O)cc(N)n12 | -7 | -4 | -3 | -4 | -13
30 | CCCc1ccc(C(=O)NNC(=O)c2ccc(Cl)cc2)cc1 | 2 | -8 | 1 | -1 | -4
31 | CCCCNC(=O)C1Cc2cc(S(=O)(=O)N3CCCC3)ccc2N1C(C)=O (centres undefined) | 5 | -4 | -2 | 2 | -9
32 | O=Nc1c(O)[nH]c2ccc(Cl)cc12 | 6 | -1 | 1 | 2 | -96
33 | NC(=O)C1CCN(C(=O)c2cc3c(s2)CCCCC3)CC1 | -5 | -2 | -7 | 2 | -7
34 | CC(=O)N1CCN(C(=O)c2ccc(S(=O)(=O)Nc3ccccc3C)cc2)CC1 | -6 | -6 | -3 | -20 | -3
35 | COc1ccccc1OCC(=O)NCCCN1CCOCC1 | 9 | -2 | 3 | -3 | -3
36 | COc1ccc(N(CC(=O)NCCSc2ccccn2)S(=O)(=O)c2ccccc2)cc1OC | 10 | -3 | -4 | 6 | -5

No. | MsrA inh | Rin1-Abl PPI inh | MT1-MMP act inh | Neddyl block
25 | -0.1 | -1 | -2 | i
26 | -0.8 | 1 | -3 | i
27 | 1.7 | 2 | -3 | i
28 | 1.6 | 2 | -1 | i
29 | -0.1 | 3 | 2 | i
30 | 0.6 | 0 | 10 | i
31 | -1.1 | 4 | 2 | i
32 | -0.3 | -5 | -5 | i
33 | -0.4 | 1 | -1 | i
34 | -0.9 | 5 | -4 | i
35 | -1.8 | 2 | -7 | i
36 | 0.9 | 0 | -1 | i

Other entries follow.
No. | Molecule | CendR NRP1 mod | bovine MsrA act | eLon inh | SKN-1 inh | FAS TE block
37 | CCc1ccc(NC(=O)Cn2cc([N+](=O)[O-])nc2C)cc1 | -103 | -9 | -3 | -5 | 12
38 | CCC(=O)N1CCc2cc(S(=O)(=O)CCC(=O)Nc3ccc(C(C)=O)cc3)ccc21 | 5 | -4 | 3 | -3 | 1
39 | C1CCCC(NC2=NCCO2)CCC1 | 2 | 9.5* | 0 | 12 | 1
40 | COc1ccc(Cl)cc1NC(=O)NC(C)c1ccncc1 (centres undefined) | 4 | -16 | -2 | -28 | -5
41 | CCOC(=O)c1nnn(-c2nn3nnnc3c3ccccc23)c1C | 0 | -7 | 0 | -5 | -4
42 | O=C([C@H](Cc1ccccc1)N1C(=O)c2ccccc2C1=O)N1CCOCC1 | 0 | -2 | -12 | 23 | -4
43 | Cc1cccc(C(=O)N2CCN(S(=O)(=O)N3CCCCC3)CC2)c1 | 16 | -1 | -3 | -2 | -2
44 | Cc1cc(NC(=O)CSc2ccc3nnc(-c4ccccn4)n3n2)no1 | -4 | -1 | 0 | 9 | -6
45 | COC(=O)c1cccc(NC(=O)c2cccc(OC)c2)c1 | 23* | 2 | -4 | 14 | -8
46 | COc1cc(NC(=S)N2CCCC(C)C2)c(OC)cc1Cl (centres undefined) | 7 | -2 | 3 | 2 | -1
47 | O=C(COc1ccc2c(c1)CCC2)Nc1ccccn1 | -2 | -4 | 3 | -12 | 2
48 | COc1ccc(N2CCN(Cc3nc4c(c(=O)n(C)c(=O)n4C)n3CC(C)=O)CC2)cc1 | 3 | -3 | -1 | -4 | -4

No. | MsrA inh | Rin1-Abl PPI inh | MT1-MMP act inh | Neddyl block
37 | 1.3 | -1 | 9 | i
38 | 1.2 | 7 | -1 | i
39 | / | 2 | 0 | i
40 | 0.7 | 4 | 6 | i
41 | -1.1 | 0 | 1 | i
42 | 0.3 | -13 | 0 | i
43 | -0.7 | -1 | -4 | i
44 | -1.0 | 1 | 3 | +
45 | 0.6 | 2 | 1 | i
46 | 0.1 | -5 | 3 | i
47 | -0.5 | 2 | 2 | i
48 | -0.4 | 0 | 1 | i

Going on with the list.
No. | Molecule | CendR NRP1 mod | bovine MsrA act | eLon inh | SKN-1 inh | FAS TE block
49 | COC(=O)c1ccc(COc2ccccc2/C=C(\C#N)C(=O)Nc2c(C)cccc2C)cc1 | 5 | 1 | -4 | 4 | 27
50 | COc1cc(OC)c(S(=O)(=O)Nc2ccc(C)cn2)cc1NC(C)=O | 0 | -2 | -10 | -2 | -8
51 | Cn1c(SCC(=O)Nc2ccc(Br)cc2F)nnc1-c1ccco1 | 3 | -3 | 2 | 7 | -2
52 | COc1cccc(C(=O)NCC(=O)N/N=C/c2ccc3c(c2)OCO3)c1 | 6 | -3 | 3 | -3 | 0
53 | C[C@H](CO)N1C[C@H](C)[C@H](CN(C)Cc2ccc(Oc3ccccc3)cc2)Oc2cc(Br)ccc2S1(=O)=O | 14 | -7 | -1 | -17 | 24
54 | C/C(=N\NC(=O)c1ccco1)c1ccc(NC(=O)c2cccs2)cc1 | -6 | -3 | -2 | 14 | -5
55 | COc1ccccc1C1CCN(Cc2cccc3ccccc23)CC1 | 0 | -3 | -5 | -2 | 14
56 | COc1cccc(NC(=O)CN(C)C(=O)C(CCSC)NC(=O)c2ccco2)c1 (centres undefined) | 18* | 4 | 0 | -8 | -11
57 | CCCn1nc(NS(=O)(=O)c2ccccc2)c2cc3ccccc3nc21 | -2 | -2 | 7 | -2 | -4
58 | O=C(NCCCN1CCCC1)c1cccc(N2CCCC2=O)c1 | -13 | 0 | -6 | -3 | -9
59 | C[C@H](O)[C@@H]1CN2CCc3c([nH]c4ccccc34)[C@@H]2C[C@@H]1N(C)C(=O)Nc1ccc(F)cc1 | -11 | -10 | -9 | 15 | -6
60 | CCCCOc1ccc(OCCCN2CCOCC2)cc1 | 11 | -2 | 4 | -3 | -1

No. | MsrA inh | Rin1-Abl PPI inh | MT1-MMP act inh | Neddyl block
49 | -0.4 | 0 | -5 | i
50 | 0.4 | -2 | 2 | i
51 | 1.0 | 0 | -1 | i
52 | 1.8 | -1 | -3 | i
53 | 2.2 | 0 | -9 | i
54 | 2.0 | -2 | 5 | i
55 | 1.3 | 2 | 0 | i
56 | -0.2 | 3 | 2 | i
57 | 2.8 | 5 | 2 | i
58 | -0.8 | -2 | 3 | i
59 | 3.2 | -1 | 2 | i
60 | 0.8 | 1 | 3 | i

The list goes on:
No. | Molecule | CendR NRP1 mod | bovine MsrA act | eLon inh | SKN-1 inh | FAS TE block
61 | Oc1ccc(C(c2nnnn2CCc2ccccc2)N2CCN(c3nc4ccccc4s3)CC2)cc1 (centres undefined) | -7 | -3 | -3 | -5 | 26
62 | Cc1nnc(SCC(=O)O)o1 | 11 | -3 | -10 | 7 | -4
63 | COc1ccc2[nH]c(CN3CCN(CCC(C)C)C(CCO)C3)c(C)c2c1 (centres undefined) | 9 | 0 | 5 | -3 | -5
64 | Cc1ccc(OCC(=O)N2CCN(C(=O)c3cccnc3)CC2)cc1 | 6 | -9 | -5 | -1 | -6

No. | MsrA inh | Rin1-Abl PPI inh | MT1-MMP act inh | Neddyl block
61 | 0.9 | 1 | -7 | i
62 | 0.3 | 0 | 2 | i
63 | -0.7 | 2 | 3 | i
64 | -1.3 | -2 | -8 | i

From PubChem BioAssay
